Bioassay records as filed in PubChem BioAssay.
ROMK primary – modulates human ROMK potassium channel activity; P48048; Tet-inducible ROMK, thallium flux fluorescence; actives lie on both sides; B-score at 10 µM; 130,000 tested, 2% active; AID 1918;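 active means signal ratio slope over the read window, or its plate-corrected B-score, at least 3 SD from the plate mean, either direction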;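 further: B-score of the F/F0 ratio slope over 7 to 12 s after thallium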
Target sequence (P48048 whole entry, looked up): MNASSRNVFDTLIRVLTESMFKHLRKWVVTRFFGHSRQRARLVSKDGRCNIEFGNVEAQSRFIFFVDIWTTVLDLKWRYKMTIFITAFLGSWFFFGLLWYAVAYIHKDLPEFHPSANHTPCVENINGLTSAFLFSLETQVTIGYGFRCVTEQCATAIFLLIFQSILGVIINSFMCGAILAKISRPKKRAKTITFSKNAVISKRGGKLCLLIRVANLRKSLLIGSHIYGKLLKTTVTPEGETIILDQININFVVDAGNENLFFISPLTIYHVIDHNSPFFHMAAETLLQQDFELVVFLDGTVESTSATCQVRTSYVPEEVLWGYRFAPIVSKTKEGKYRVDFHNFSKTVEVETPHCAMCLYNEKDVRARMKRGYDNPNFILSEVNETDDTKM
SRC2 TRFRET art – TR-FRET artefact, counter-screen to PPARgamma/SRC-2 agonist assay; active compounds read high; TR-FRET ratio at 8 µM; 200,000 tested, 0.4% active; in the data active means TR-FRET ratio above about 2000; further: inactives centre near 1500
RAM network inh – inhibitors of the yeast RAM network; S. cerevisiae dse1pr::URA3 reporter, 5-FOA growth OD615, 2 d; analog-sensitive cbk1-as2 kinase mutant strain; inhibition, % at 50 µM; 190,000 tested, 1.8% active;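 active means inhibition above a set limit, 3 SD over mean compound inhibition, cut at about 8.4% in these data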;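 further: 0% = DMSO-only wells with no growth and 100% = 10 µM 1-NA-PP1 full growth; inhibition rescues growth on 5-FOA so higher OD means more RAM inhibition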
S1P3 antag – S1P3 (human) receptor antagonism; CHO S1P3 NFAT-BLA reporter, FRET fluorescence, antagonist mode; inhibition, % at 4.98 µM; 170,000 tested, 0.27% active;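 active means inhibition above the plate cutoff, the mean inhibition of test wells on that plate plus 3 SD, cut at about 28% in these data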;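 further: cells challenged with S1P at its EC80 of 0.8 µM; blue over green emission ratio from cleaved BLA substrate after 4 h stimulation; 0% = S1P-stimulated wells and 100% = unstimulated DMSO-only wells; some compounds past the cut are filed as inactive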
Target sequence (Q99500 whole entry, looked up): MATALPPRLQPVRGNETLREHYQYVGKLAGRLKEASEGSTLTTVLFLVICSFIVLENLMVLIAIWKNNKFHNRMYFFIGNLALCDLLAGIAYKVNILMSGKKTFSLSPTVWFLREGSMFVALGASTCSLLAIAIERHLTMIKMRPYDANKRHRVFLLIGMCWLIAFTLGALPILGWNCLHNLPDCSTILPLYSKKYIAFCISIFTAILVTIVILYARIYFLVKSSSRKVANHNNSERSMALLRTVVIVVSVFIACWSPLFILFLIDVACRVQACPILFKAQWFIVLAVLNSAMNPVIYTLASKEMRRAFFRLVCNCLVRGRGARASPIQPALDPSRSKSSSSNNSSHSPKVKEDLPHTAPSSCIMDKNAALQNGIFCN
STAT3 inh – STAT3 signaling inhibition. U3A cells, IL-6 STAT3-luciferase reporter, luminescence; host cell line lacks STAT1. inhibition, % at 5.5 µM. 190,000 tested, 0.89% active. AID 862;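 active means inhibition above the mean inhibition across all screened compounds plus 3 SD, cut at about 44% in these data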;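 further: 0% = DMSO only wells and 100% = 100 µM nifuroxazide control wells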
PPARg SRC-3 ag – agonists of human PPARgamma SRC-3 coactivator recruitment; P37231; biochemical PPARgamma/SRC-3 coactivator recruitment assay; activation, % at 8 µM; 200,000 tested, 0.26% active; in the data active means activation above about 23%;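 further: 0% = DMSO and 100% = reference agonist; some compounds past the cut are filed as inactive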
STAT1 blocker – reduces IFN-gamma driven STAT1 reporter signal. inhibition, % at 5.5 µM. AID 920. 200,000 tested, 0.35% active. NIH 3T3 STAT1-luciferase reporter, luminescence;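 active means inhibition above a set limit, the mean inhibition across all tested compounds plus 3 SD, cut at about 34% in these data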;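 further: 0% = IFN-gamma with DMSO and 100% = IFN-gamma with 300 µM nifuroxazide; values of inactives mirror those of a sister screen read the other way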
PPARg SRC-2 ag – agonists of SRC-2 recruitment by human PPARgamma | P37231 | PPARgamma LBD-SRC-2 recruitment, biochemical | activation, % at 8 µM | 200,000 tested, 0.34% active; in the data active means activation above about 22%;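 further: 0% = vehicle and 100% = reference agonist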
PPARg SRC-1 ag – promotes SRC-1 coactivator recruitment by human PPARgamma. PPARgamma-SRC-1 coactivator recruitment biochemical assay. activation, % at 8 µM. 200,000 tested, 0.41% active; in the data active means activation above about 19%;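 further: 0% = DMSO and 100% = reference agonist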
STAT3 act – STAT3 signaling activation | 190,000 tested, 0.91% active | activation (% of control), % at 5.6 µM | U3A cells, IL-6 STAT3-luciferase reporter, luminescence; 100% = signal with IL-6 EC80 alone | AID 871;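 active means activation above the screen-wide mean of compound activation plus 3 SD, cut at about 130% in these data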;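 further: 0% = background luminescence of wells with medium and substrate only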
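Assay system – human STAT1-deficient U3A cells with stable STAT3-luciferase reporter · Also added – IL-6 (33 ng/mL) · Schedule – compound 1 h, then IL-6 6 h at 37 °C · Technique – reporter luminescence signal · Evaluation – % activation versus median of IL-6-stimulated wells · Benchmarks – IL-6-only wells as 100% reference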
TLR4-MyD88 BLA – inhibitors of human TLR4-MyD88 binding | HeLa CL3-4 TLR4/MyD88 BLA complementation, FRET ratio | inhibition, % at 8.4 µM | 200,000 tested, 0.18% active | AID 861; in the data active means inhibition above about 25%;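 further: 0% = vehicle and 100% = reference inhibitor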
Numbers without * were called inactive; nt = not tested or not shown.

#	SMILES	STAT3 act	S1P3 antag	TLR4-MyD88 BLA	PPARg SRC-1 ag	SRC2 TRFRET art	RAM network inh	STAT3 inh	PPARg SRC-2 ag	PPARg SRC-3 ag	STAT1 blocker	ROMK primary
1	CCC(=O)NC(Nc1sc2c(c1C(=O)OC)CCN(C)C2)(C(F)(F)F)C(F)(F)F	106.7	nt	1.6	3.6	1651	-1.1	-4.7	5.3	6.5	4.5	-0.181
2	O=C(CSc1nc2ccccc2c(=O)n1-c1cccc(C(F)(F)F)c1)NC1CC1	99.1	nt	8.8	2.8	1581	0.5	6.7	3.8	4.1	8.4	0.066
3	Cc1cc(Nc2cc(C)on2)n2ncnc2n1	98.7	5.9	-4.1	4.7	1688	-1.1	1.8	7.5	3.3	9.1	nt
4	CN(C)c1ccc(/C=N/OC(=O)Nc2ccccc2Cl)cc1	82.4	-2.6	-16.8	8.9	1741	3.5	25.2	5.6	7.0	-2.5	1.87
5	FC(F)(F)c1cnc(-c2cnc(-c3ccccn3)nc2)c(Cl)c1	62.9	-6.1	-19.8	9.1	1765	-0.1	47.7*	4.8	2.2	-9.4	nt
6	CCNC(=O)C(=O)NCC1OCCCN1S(=O)(=O)c1cccs1 (stereo unspecified)	108.4	8.1	12.5	4.0	1318	0.1	-6.0	-3.0	-2.9	-4.1	-0.136
7	COc1cc(C=O)ccc1OCc1ccccc1Br	96.4	-1.2	-2.4	-3.0	1502	-0.8	2.1	3.6	-1.7	-14.4	0.28
8	O=C1CSC(=NC(=O)c2ccccc2)N1	107.9	7.5	-3.8	-9.9	1663	-0.5	-5.3	-5.1	-1.9	-8.9	nt
9	CCOC(=O)c1sc2nc(C)c([N+](=O)[O-])c(COC)c2c1N	nt	-10.8	-10.6	-1.8	1334	4.0	nt	-2.9	-6.0	-2.0	nt
10	O=C(CSCc1ccc([N+](=O)[O-])cc1)NCCSCc1ccccc1	105.8	nt	1.0	1.8	1503	2.1	4.7	-2.3	-12.3	5.2	nt
11	O=C(c1ccc([N+](=O)[O-])cc1)n1nc(-c2ccccc2)nc1NCc1ccc(F)cc1	104.5	9.3	-1.6	6.5	1343	5.4	-10.7	-2.0	-7.5	-18.7	nt
12	Cc1ccc(CNc2nc(-c3cccs3)nc3ccccc23)cc1	92.3	2.2	0.3	1.0	1498	2.4	9.3	2.1	1.2	2.8	-0.59
13	CC(=O)c1cccc(N(CC(=O)O)S(C)(=O)=O)c1	102.0	10.2	3.9	-3.7	1473	-0.6	1.7	2.5	2.9	5.6	-0.859
14	O=C1CCC(=O)N1c1nc2nc(-c3ccccc3)cc(-c3ccccc3)n2n1	97.6	nt	-6.1	8.9	1607	2.0	9.1	3.4	3.0	0.1	-0.0232
15	c1ccc(OCCSc2nnc3sc4ccccc4n23)cc1	31.1	-12.4	-16.5	-1.6	1664	1.5	87.2*	8.7	-0.7	50.5*	nt
16	O=C(CN(C(=O)Cn1nnc(-c2cccs2)n1)c1cnc2ccccc2c1)NCC1CCCO1 (stereo unspecified)	98.4	-23.2	8.4	1.4	1651	-0.1	8.2	7.0	-1.8	3.4	nt
17	O=C(CCOc1ccccc1)Nc1cccc(S(=O)(=O)Nc2ccccc2Cl)c1	106.5	-4.9	6.1	-5.2	1322	17.6*	-4.9	-2.0	-2.6	3.8	nt
18	Cn1c(N2CCOCC2)nc2c1c(=O)n(Cc1ccc(Cl)c(Cl)c1)c(=O)n2C	105.7	nt	13.5	-9.3	1319	1.9	-3.6	-3.0	3.5	1.5	-3.75*
19	COCCNc1oc(-c2ccc(C)cc2)nc1C#N	106.9	nt	4.1	2.3	1570	0.4	-7.0	8.9	1.7	-32.2	0.0465
20	CCc1nnc(NS(=O)(=O)c2ccc(NC(=S)NC(=O)c3ccc(OC)cc3)cc2)s1	100.2	-16.5	-2.2	0.2	1615	7.5	0.1	2.4	4.2	1.4	-0.231
21	Cc1cc(SCC(=O)Nc2cccnc2Cl)nc2ccccc12	88.3	-0.7	-28.0	-2.2	1543	3.6	16.4	-1.7	-2.5	6.5	-1.29
22	CC(=O)c1ccc(NC(=S)N2CC(C)CC(C)C2)cc1 (stereo unspecified)	101.3	-15.0	6.7	0.1	1522	-0.9	-6.7	4.3	-5.0	-3.0	nt
23	Cc1[nH]c2ccccc2c1C(=O)C(=O)NCc1cccs1	90.4	-12.3	-3.1	3.6	1503	0.7	12.4	-2.8	0.5	-6.4	-0.182
24	COC(=O)Nc1ccc(S(=O)(=O)Nc2cccc3ccccc23)cc1	82.3	nt	1.1	5.1	1729	1.5	24.7	14.3	-1.6	17.5	-1.59
25	COc1cccc(C(C(=O)NC2CCCCC2)N(C(=O)c2cccs2)c2ccc3c(c2)OCO3)c1 (stereo unspecified)	106.9	-10.9	0.1	-0.3	1541	2.7	-2.2	2.0	2.7	-2.0	nt

Overlap with the part before: 2 compounds, then new ones.
#	SMILES	STAT3 act	S1P3 antag	TLR4-MyD88 BLA	PPARg SRC-1 ag	SRC2 TRFRET art	RAM network inh	STAT3 inh	PPARg SRC-2 ag	PPARg SRC-3 ag	STAT1 blocker	ROMK primary
24	COC(=O)Nc1ccc(S(=O)(=O)Nc2cccc3ccccc23)cc1	82.3	nt	1.1	5.1	1729	1.5	24.7	14.3	-1.6	17.5	-1.59
25	COc1cccc(C(C(=O)NC2CCCCC2)N(C(=O)c2cccs2)c2ccc3c(c2)OCO3)c1 (stereo unspecified)	106.9	-10.9	0.1	-0.3	1541	2.7	-2.2	2.0	2.7	-2.0	nt
26	N/C(=N\OC(=O)C(c1ccccc1)c1ccccc1)c1cccnc1	106.6	nt	5.5	-12.3	1465	-0.9	3.8	-5.4	-0.9	-2.1	nt
27	COc1ccc(Br)cc1/C=N/Nc1ccc(Cl)c(C(=O)O)c1	106.7	-9.2	-11.0	11.4	1306	-0.5	0.3	-4.3	5.0	-9.7	-0.219
28	O=C(O)c1cnc(-c2ccccc2)nc1Sc1ccc(Cl)cc1Cl	108.2	nt	10.3	6.1	1565	2.8	-7.3	2.6	-4.0	-1.1	nt
29	CCCNC(=S)Nc1ccc2nc(-c3ccccn3)c(-c3ccccn3)nc2c1	98.1	nt	4.5	-2.5	1576	-0.6	13.4	3.7	4.5	-5.8	nt
30	CC(CCc1ccccc1)C(=O)NO (stereo unspecified)	98.7	-22.1	14.2	4.0	1557	1.1	7.3	6.4	2.4	8.7	nt
31	O=C(NCc1ccc2c(c1)OCO2)C1CCN(S(=O)(=O)c2ccc(Br)s2)CC1	98.9	nt	1.0	0.6	1560	1.0	1.3	1.9	7.5	3.5	-0.595
32	CC1(C)CC(=O)C(C=NCCCO)=C(O)C1	101.1	-0.5	-1.9	-4.5	1418	2.0	1.6	-0.5	-3.8	-1.1	0.93
33	CC(C)(C)OC(=O)C1C(=O)CC(C)(O)C(C(=O)OC(C)(C)C)C1c1cccnc1 (stereo unspecified)	100.2	nt	2.2	3.8	1419	0.1	1.0	2.1	-2.2	4.7	0.729
34	O=C(NC1CCCC1)C(c1cccs1)N(C(=O)c1ccno1)c1ccccc1 (stereo unspecified)	106.7	2.2	-11.4	-6.1	1504	6.5	-3.6	-6.3	-5.5	-1.0	nt
35	NC(=O)Cc1ccc(C(=O)c2ccc(Cl)cc2Cl)s1	110.5	-6.3	-4.9	1.0	1633	0.4	-7.1	3.9	2.5	-10.0	-0.992
36	CCCCNC(=S)Nc1ccc2cn[nH]c2c1	102.7	-1.7	-5.4	4.9	1593	1.5	-3.0	2.6	8.4	-7.2	-0.813
37	Cc1cccc(-c2nsc(SCC(=O)Nc3nccs3)n2)c1	102.6	2.7	-8.9	7.0	1631	5.5	-0.1	2.4	3.8	-2.4	0.647
38	CCOC(=O)c1c(C2CC2)csc1NC(=O)COC(=O)CCS(=O)(=O)c1ccc(C)cc1	105.5	-13.1	-1.7	-4.3	1321	9.2*	-5.3	-3.6	-4.2	6.8	0.838
39	CCOC(=O)Cc1csc(NC(=O)c2cc(C)cc(C)c2)n1	90.3	-10.4	5.0	3.3	1340	-1.0	18.6	-3.0	3.0	9.7	0.965
40	COc1ccc(OC)c(N=c2oc3cc(O)ccc3cc2C(N)=O)c1	87.6	26.8	-2.8	5.2	1508	1.2	18.1	2.5	2.3	-17.6	-1.52
41	CN(C1=C(N2CCCCC2)C(=O)c2ccccc2C1=O)c1ccccc1	122.0	nt	-0.8	1.3	1605	4.6	-20.9	10.2	6.4	-2.5	-0.813
42	O=C(CCN1C(=O)/C(=C/C=C/c2ccccc2)SC1=S)Nc1cccnc1	108.5	5.9	5.5	-0.8	1372	0.7	-13.1	-7.3	3.4	-28.1	0.301
43	CC(=O)c1cn(CC(=O)Nc2cccc(C)c2C)c2ccccc12	59.9	-12.2	-12.2	-6.8	1440	-0.7	49.1*	-0.5	3.4	29.2	-1.31
44	CC1(C)CC(=O)C(C=Nc2cccc(/N=C/C3=C(O)CC(C)(C)CC3=O)n2)=C(O)C1	111.0	nt	-2.3	-0.7	1328	1.5	-6.7	-1.1	-6.7	-0.1	1.38
45	CC(=O)c1c(C)[nH]c(C(=O)CSc2nnc(-c3ccccc3)n2Cc2ccc3c(c2)OCO3)c1C	99.2	nt	6.6	5.0	1461	6.3	4.4	-2.8	0.5	-2.0	nt
46	COc1ccc(CC(=O)Nc2ccc(C(=O)Nc3nccs3)cc2)cc1OC	82.4	-5.5	0.3	7.4	1699	4.5	25.1	10.9	5.6	-4.2	-1.01
